# Screening results: PubChem BioAssay, several laboratories
# E coli Lon inh = inhibitors of E. coli Lon protease, primary screen, biochemical, fluorescence polarization. hit rate 0.42% among 360,000. purified E. coli Lon protease. inhibition, % at 7.94 µM. AID 602123, 2011; in the data active means inhibition above about 13%, passing the limit was not always enough;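 further: 0% = enzyme with probe and DMSO and 100% = no enzyme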
# MsrA inhibitor = bovine MsrA enzyme inhibitors, primary screen, biochemical, absorbance, HTS; hit rate 0.75% among 360,000; inhibition, % at 15.5 µM; Methionine sulfoxide reductase A (Bos taurus); purified bovine MsrA, absorbance read-out; in the data active means inhibition above about 4.5%;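 further: 0% = vehicle wells with enzyme and 100% = reference inhibitor wells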
# FAS-TE inh = FAS thioesterase domain inhibitors, primary screen, biochemical, fluorescence intensity, uHTS; Fatty acid synthase (Homo sapiens), P49327; recombinant FAS-TE, OMFH fluorogenic substrate, fluorescence endpoint; inhibition, % at 15 µM; hit rate 0.67% among 360,000; AID 602261, 2012;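 active means compounds whose normalised, plate-corrected inhibition of enzyme fluorescence in the single-dose primary screen is 50% or more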;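 further: 0% = DMSO with enzyme and 100% = substrate without enzyme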
# Target sequence (P49327 whole entry, looked up, the tested form may be a part): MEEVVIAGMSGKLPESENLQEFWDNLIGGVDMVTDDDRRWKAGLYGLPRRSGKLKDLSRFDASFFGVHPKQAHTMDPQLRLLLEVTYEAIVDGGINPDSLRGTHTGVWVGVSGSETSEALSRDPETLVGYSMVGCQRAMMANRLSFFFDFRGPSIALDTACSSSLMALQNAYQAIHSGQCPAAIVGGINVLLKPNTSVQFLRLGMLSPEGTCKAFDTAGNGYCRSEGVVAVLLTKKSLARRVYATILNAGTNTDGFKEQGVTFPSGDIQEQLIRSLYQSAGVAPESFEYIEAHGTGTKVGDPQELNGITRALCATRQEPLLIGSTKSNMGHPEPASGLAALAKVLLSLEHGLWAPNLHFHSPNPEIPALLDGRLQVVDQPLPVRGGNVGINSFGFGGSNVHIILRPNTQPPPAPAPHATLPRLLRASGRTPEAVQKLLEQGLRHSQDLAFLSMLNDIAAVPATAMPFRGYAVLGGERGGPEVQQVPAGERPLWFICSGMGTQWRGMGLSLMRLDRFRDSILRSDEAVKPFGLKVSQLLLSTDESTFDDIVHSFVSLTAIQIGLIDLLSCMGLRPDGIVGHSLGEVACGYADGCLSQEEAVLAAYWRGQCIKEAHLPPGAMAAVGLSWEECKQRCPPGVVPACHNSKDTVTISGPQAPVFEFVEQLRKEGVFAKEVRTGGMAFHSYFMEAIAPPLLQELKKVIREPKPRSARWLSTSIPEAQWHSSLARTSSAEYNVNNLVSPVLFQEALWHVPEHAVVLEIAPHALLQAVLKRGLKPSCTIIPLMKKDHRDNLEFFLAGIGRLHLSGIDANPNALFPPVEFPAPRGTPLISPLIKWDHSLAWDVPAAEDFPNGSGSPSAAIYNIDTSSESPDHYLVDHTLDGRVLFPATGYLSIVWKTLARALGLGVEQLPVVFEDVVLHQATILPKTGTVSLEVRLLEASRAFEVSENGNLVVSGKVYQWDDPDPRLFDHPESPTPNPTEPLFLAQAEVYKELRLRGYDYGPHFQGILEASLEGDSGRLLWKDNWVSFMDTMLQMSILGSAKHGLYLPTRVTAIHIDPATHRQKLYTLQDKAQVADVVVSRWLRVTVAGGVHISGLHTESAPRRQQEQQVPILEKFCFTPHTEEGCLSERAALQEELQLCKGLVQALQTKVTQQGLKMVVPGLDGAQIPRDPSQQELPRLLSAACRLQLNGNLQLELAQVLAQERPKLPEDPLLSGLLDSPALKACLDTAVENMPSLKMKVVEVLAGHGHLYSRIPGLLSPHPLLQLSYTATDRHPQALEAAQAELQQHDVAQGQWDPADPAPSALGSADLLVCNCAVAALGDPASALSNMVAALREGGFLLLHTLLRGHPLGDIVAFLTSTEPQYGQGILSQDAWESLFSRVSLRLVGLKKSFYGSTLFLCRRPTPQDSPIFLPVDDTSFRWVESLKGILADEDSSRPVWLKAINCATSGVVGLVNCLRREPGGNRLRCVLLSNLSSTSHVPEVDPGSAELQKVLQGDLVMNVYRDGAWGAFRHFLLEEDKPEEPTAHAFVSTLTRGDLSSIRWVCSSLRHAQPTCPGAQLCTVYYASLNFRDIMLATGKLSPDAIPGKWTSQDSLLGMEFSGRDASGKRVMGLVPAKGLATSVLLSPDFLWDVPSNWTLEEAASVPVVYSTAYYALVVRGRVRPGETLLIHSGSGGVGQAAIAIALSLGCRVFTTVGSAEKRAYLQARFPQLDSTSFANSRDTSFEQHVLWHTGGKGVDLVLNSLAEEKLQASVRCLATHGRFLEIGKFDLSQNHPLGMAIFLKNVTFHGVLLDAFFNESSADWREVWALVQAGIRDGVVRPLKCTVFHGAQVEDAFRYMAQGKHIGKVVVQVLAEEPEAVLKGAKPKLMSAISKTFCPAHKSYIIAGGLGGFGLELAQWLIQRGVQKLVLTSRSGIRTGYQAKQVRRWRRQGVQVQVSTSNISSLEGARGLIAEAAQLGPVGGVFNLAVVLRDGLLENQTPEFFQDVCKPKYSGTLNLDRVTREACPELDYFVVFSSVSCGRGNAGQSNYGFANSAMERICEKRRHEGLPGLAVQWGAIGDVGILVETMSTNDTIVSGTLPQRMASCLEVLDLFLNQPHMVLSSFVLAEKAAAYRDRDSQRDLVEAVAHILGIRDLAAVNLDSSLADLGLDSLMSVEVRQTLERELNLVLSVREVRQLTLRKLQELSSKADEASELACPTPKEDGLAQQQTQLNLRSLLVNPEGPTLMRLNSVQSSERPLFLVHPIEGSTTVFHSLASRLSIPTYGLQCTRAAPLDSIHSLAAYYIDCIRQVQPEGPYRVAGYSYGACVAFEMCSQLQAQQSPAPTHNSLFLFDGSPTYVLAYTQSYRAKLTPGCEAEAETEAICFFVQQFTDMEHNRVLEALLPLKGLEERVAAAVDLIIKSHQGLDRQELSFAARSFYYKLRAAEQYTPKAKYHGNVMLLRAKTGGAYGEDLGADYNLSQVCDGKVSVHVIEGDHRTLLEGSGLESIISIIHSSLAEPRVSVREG
# CendR NRP1 mod = modulators of CendR peptide binding to NRP-1, primary screen, biochemical, fluorescence polarization, uHTS. Neuropilin-1 (Homo sapiens), O14786. FAM-RPARPAR peptide binding to NRP-1. inhibition, % at 25 µM. hit rate 0.85% among 360,000;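 active means inhibition or corrected inhibition above about 18%, plus a signal ratio from 0.5 to 1.5, limit read from the data, passing the limit was not always enough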; further: strong numbers were not always called active
# MT1-MMP act inh = blockers of MT1-MMP proenzyme processing, primary screen, HT1080 RFP-PRO-GFP cells, GFP/RFP fluorescence | Matrix metalloproteinase-14 (Homo sapiens), P50281 | GFP/RFP ratio fluorescence, overnight; percent of plate control window, DMSO zero | GFP/RFP ratio change, % at 20 µM | hit rate 0.061% among 360,000 | AID 651647, 2012;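 active means GFP/RFP ratio change of at least 30% with cell ATP level not reduced by more than half and red fluorescence within 50% of control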; further: strong numbers were not always called active
#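 Test system: HT1080 cells expressing an RFP-PRO-GFP fluorescent reporter construct / Compound dosing: single-point 20 µM compound, 1% DMSO / Schedule: cells overnight before dosing, compound overnight, 37 °C, 5% CO2 / Evaluation: GFP/RFP fluorescence ratio / Control set: DMSO and RFP-L50D-GFP cell wells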
# Tb MetRS inh = T. brucei MetRS inhibitors, primary screen, biochemical, luminescence | methionyl-tRNA synthetase (Trypanosoma brucei brucei) | purified T. brucei MetRS, ATP depletion, Kinase-Glo luminescence | inhibition, % at 11.9 µM | hit rate 0.4% among 360,000 | AID 624268, 2012;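 active means inhibition above a per-plate cutoff of the control wells' mean inhibition plus 3 SD, cut at about 5.5% in these data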;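 further: 0% = DMSO wells median and 100% = median of wells with control inhibitor compound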
#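 Material: parasite MetRS enzyme / Replication: singlicate, one well per compound / Signal: luminescence of leftover ATP / Schedule: 2 h aminoacylation at 25 °C after 15 min preincubation / Medium: HEPES-MgCl2-KCl buffer plus DTT, spermine, BSA, pyrophosphatase / Doses: 11.9 µM single point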
# SKN-1 inh = suppressors of acrylamide-induced Pgst-4::GFP reporter in worms, primary screen, SKN-1 inhibitor project, whole organism, uHTS, GFP/RFP fluorescence ratio, strain VP596; C. elegans VP596 Pgst-4::GFP/RFP ratio, 24 h; inhibition, % at 21.8 µM; hit rate 0.49% among 360,000;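 active means interference check ratio from 0.5 to 1.5 plus GFP to RFP signal ratio inhibition reaching or exceeding a fixed threshold, cut at about 30% in these data, passing the limit was not always enough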; further: some compounds called inactive have numbers as strong as hits
# PABP1 MLLE inh = inhibitors of PABP1 MLLE–PAM2 peptide binding, primary screen, biochemical, fluorescence polarization, FITC-PAM2, GST-MLLE; Polyadenylate-binding protein 1 (Homo sapiens), P11940; inhibition, % at 20 µM; hit rate 0.36% among 360,000; AID 588489, 2011; in the data active means inhibition above about 35%, passing the limit was not always enough;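 further: plate controls were DMSO wells with GST-MLLE for no effect and wells lacking GST-MLLE protein for full effect; some results filed as inactive read as strong as hits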
# MsrA act = bovine MsrA enzyme activators, primary screen, biochemical, absorbance, HTS; Methionine sulfoxide reductase A (Bos taurus); purified bovine MsrA, absorbance read-out; activation, % at 10.6 µM; hit rate 0.3% among 360,000; in the data active means activation above about 7.5%;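 further: 0% = vehicle and 100% = reference activator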
# An asterisk follows results filed as active; · = no result given. Random draw from the library. Share with any hit: about 4%.
SMILES,E coli Lon inh,MsrA inhibitor,FAS-TE inh,CendR NRP1 mod,MT1-MMP act inh,Tb MetRS inh,SKN-1 inh,PABP1 MLLE inh,MsrA act
Cc1cc2ncn(C(=O)c3c(-c4ccccc4)noc3C)c2cc1C,-4,-1.3,10,-8,-5,-0.4,3,-1,-2
Cc1ccc(S(=O)(=O)N(CCC#N)C2CCCCC2)c2nsnc12,7,2.0,4,-1,0,0.2,11,8,-3
O=C(Nc1ccc(Cl)cn1)Nc1ccccc1Cl,8,-1.1,12,-3,6,-0.4,4,6,-3
Cc1csc(=O)n1CCC(=O)OCC(=O)NCc1ccc(F)cc1,-3,0.1,0,2,0,-0.3,-6,0,-5
CN(Cc1cc(=O)n2ccsc2n1)C1CCCCC1,-9,1.9,-14,3,1,-1.8,-5,2,-13
O=C(c1[nH]c(C(F)(F)F)nc1-c1ccccc1)N1CCN(CCN2CCOCC2)CC1,2,0.0,-3,5,1,0.0,-12,-6,-8
COc1ccc(CNC(=O)CN2CCN(S(=O)(=O)c3c(C)c(C)cc(C)c3C)CC2)cc1OC,-8,-0.3,4,-2,-2,-0.1,5,5,-1
CCc1ccc(C(=O)NC(=S)Nc2ccc3c(c2)OCCO3)cc1,0,1.6,19,-3,2,0.0,4,27,-4
CC(C)(C)OC(=O)N[C@@H](Cc1ccccc1)C(=O)N1CCC(C(=O)N[C@@H](Cc2c[nH]c3ccccc23)C(=O)O)CC1,5,0.4,0,7,-5,-1.1,8,-9,-5
CCC(=O)c1ccc(OCC(=O)OCC(=O)c2cc(C)n(CC3CCCO3)c2C)cc1 (stereo unspecified),-6,-0.2,6,1,2,-0.3,-12,-4,-4
O=C(NCc1cccnc1)C(=O)Nc1nc(-c2ccccc2)cs1,7,3.5,1,-10,2,-0.9,-6,1,-6
NNC(=O)c1cc(Cl)ccc1Cl,5,-0.8,-8,4,0,2.1,-12,7,1
O=C(NNC(=O)C1CCC1)c1ccccc1F,14,-0.1,-6,6,1,0.1,7,5,-4
CC(=O)c1ccc(OCc2cc(C(=O)N3CCC(Oc4ccccc4C)CC3)no2)cc1,3,1.2,24,8,-3,0.7,-5,13,-2
Cc1cc(C)n2nc(SCC(=O)c3cccs3)nc2n1,1,1.2,0,5,2,0.2,4,13,-2
CSc1ccccc1OCc1cc(C(=O)N(C)Cc2nonc2C)no1,0,-0.6,16,6,-2,0.0,6,6,-4
O=C1CCCCC1S(=O)(=O)c1ccccc1 (stereo unspecified),-2,0.2,-6,-14,-1,-0.8,10,9,0
CC(=O)c1ccc(N2CCN(C(=O)Nc3ccc(F)cc3)CC2)cc1,-3,·,-4,6,-2,0.3,-1,12,-2
COc1ccc(N(CC(=O)Nc2ccccc2OC)S(=O)(=O)c2ccccc2)cc1Cl,3,-0.5,34,-2,-5,-0.1,-9,-4,-3
Cc1cc(F)ccc1S(=O)(=O)N1CCCOC1CNC(=O)C(=O)NCc1ccc2c(c1)OCO2 (stereo unspecified),-9,-0.6,3,-1,2,0.0,37*,0,-2
Cn1cc(CN2CCCC(C(=O)Nc3cccc(-c4cc5ccccc5[nH]4)c3)C2)cn1 (stereo unspecified),4,0.0,1,3,2,-0.3,9,-3,-7
Cc1[nH]c2ccc(-c3nnc(SCC(=O)c4ccc(F)cc4)o3)cc2c1C,3,0.0,-5,-12,4,1.1,5,-149,-3
CCOC(=O)c1oc2ccccc2c1NC(=O)c1ccc(S(=O)(=O)N(C)C)cc1,-2,-0.1,6,-8,5,-0.2,11,-9,-2
CCOC(=O)C1CCCN(c2c(Nc3ccc(OCC)cc3)c(=O)c2=O)C1 (stereo unspecified),-10,3.1,-9,3,3,0.0,-19,-5,-4
CCN(CC)S(=O)(=O)c1cc(C(=O)Nc2ccncc2)ccc1Cl,1,1.4,-4,12,1,0.5,-1,-5,0

# Taken from the entries so far, three compounds:
SMILES,E coli Lon inh,MsrA inhibitor,FAS-TE inh,CendR NRP1 mod,MT1-MMP act inh,Tb MetRS inh,SKN-1 inh,PABP1 MLLE inh,MsrA act
Cc1cc2ncn(C(=O)c3c(-c4ccccc4)noc3C)c2cc1C,-4,-1.3,10,-8,-5,-0.4,3,-1,-2
Cc1ccc(S(=O)(=O)N(CCC#N)C2CCCCC2)c2nsnc12,7,2.0,4,-1,0,0.2,11,8,-3
O=C(Nc1ccc(Cl)cn1)Nc1ccccc1Cl,8,-1.1,12,-3,6,-0.4,4,6,-3

# Next part:
SMILES,E coli Lon inh,MsrA inhibitor,FAS-TE inh,CendR NRP1 mod,MT1-MMP act inh,Tb MetRS inh,SKN-1 inh,PABP1 MLLE inh,MsrA act
COC(=O)[C@@]1(Sc2ccccc2)CC(=O)N[C@@H]1c1ccccc1,-1,-0.9,-8,9,5,-0.1,12,·,-2
CCOc1ccc(C2C(C(=O)c3cccs3)=C(O)C(=O)N2Cc2cccnc2)cc1OC (stereo unspecified),5,0.5,-3,-4,1,-0.3,-3,3,-3
Cc1[nH]c2c(ccc3cccnc32)c1C,8,1.5,-5,-4,·,-1.0,16,-11,-12
CCOc1ccc2ccccc2c1/C=N/NC(=O)c1ccc(C)nc1,-16,0.1,1,-1,-4,-0.9,3,-2,-2
COC(=O)c1cccc(C(=O)Nc2ccc(C)cc2)n1,-7,1.7,-6,-5,-4,-0.3,-2,-10,-2
CC1CN(Cc2cc(=O)oc3cc(O)ccc23)CC(C)O1 (stereo unspecified),1,2.2,-6,7,-1,-0.3,13,-4,-3
O=C(COC(=O)CC(NC(=O)c1ccccc1Cl)c1ccccc1)Nc1cccc(F)c1 (stereo unspecified),-1,-0.1,16,-3,6,-0.5,1,-7,0
CCCCC1C2=C(CC(C)(C)CC2=O)OC2=C1C(=O)CC(C)(C)C2,-10,1.3,8,0,-3,-0.3,23,8,-3
C/C(=N/Nc1ncc(C(F)(F)F)cc1Cl)c1ccncc1,1,1.9,9,-7,0,-1.0,13,-5,0
CN(Cc1ccccc1)C(=O)COc1ccc2ccccc2c1,-1,-1.3,13,8,-1,-0.2,9,1,-2
C=CCNC(=O)c1ccc(OC)cc1,-3,0.1,-2,-5,0,-0.1,10,3,1
CCCC(=NCCc1c(C)[nH]c2ccccc12)C1=C(O)CC(c2ccccc2)CC1=O (stereo unspecified),3,-1.0,30,-5,-9,0.7,5,9,-3
Fc1ccc(-c2csc(N3CCSCC3)n2)cc1,10,1.3,18,6,1,-0.3,41*,14,-2
COc1cccc(-c2nc(-c3ccc(NC(=O)c4cccnc4)cc3)no2)c1,1,-0.9,6,-10,2,-0.3,3,5,-4
CC(C)C(C)NC(=O)CN1C(=O)NC(c2ccccc2)(c2ccccc2)C1=O (stereo unspecified),-3,-1.4,-4,5,0,-0.2,15,-15,-2
Cc1cc(C)nc(N2CCC(C(=O)Nc3ccc4c(c3)OCCO4)CC2)n1,2,-1.5,-7,5,-1,-0.4,-1,5,-4
COc1cccc(C(NC(C)=O)c2nc(-c3ccoc3)cs2)c1 (stereo unspecified),-1,1.5,-3,-8,-4,-0.2,5,-19,3
Cc1ccccc1NS(=O)(=O)c1ccc2oc(=O)ccc2c1,-7,0.9,-8,6,0,0.2,16,13,0
Cc1nc2[nH]c(=S)[nH]c2c(=O)[nH]1,3,0.3,-6,-6,0,0.3,-1,17,5
Cc1ccc(NC(=O)CSc2nnc(-c3cnccn3)n2Cc2ccco2)cc1C,-7,-0.4,1,1,1,-0.3,-15,-2,-6
O=C(Nc1ccc(Cl)c(Cl)c1)C1CC(=O)N(c2ccc(Br)cc2)C1 (stereo unspecified),-3,-0.3,44,-5,10,-0.5,9,-14,-2
Cc1[nH]n(C(N)=S)c(=O)c1N=Nc1cccc(C(F)(F)F)c1,-3,0.3,-1,8,5,-0.6,4,37,-4
CC(=O)Nc1ccc(OCC(O)Cn2cccn2)cc1 (stereo unspecified),-17,-1.2,-2,0,3,-1.2,-4,3,-1
COCCn1c(N)c(S(=O)(=O)c2cccs2)c2nc3ccccc3nc21,0,2.9,-2,7,0,1.1,17,4,-4
CSc1ccccc1NC(=O)c1ccc(N2CCCC2=O)cc1,-5,-0.7,-6,0,5,-0.2,-5,1,-5

# Continuation.
SMILES,E coli Lon inh,MsrA inhibitor,FAS-TE inh,CendR NRP1 mod,MT1-MMP act inh,Tb MetRS inh,SKN-1 inh,PABP1 MLLE inh,MsrA act
Cc1ccc(NC(=O)C2(N(C(=O)Cn3nnnc3N)c3ccc(C)cc3)CCCCC2)cc1,-1,-0.1,-3,1,-5,-1.4,-14,18,-13
O=C(CSc1ccc(F)cc1)Nc1ccc(Br)cc1,1,-0.6,18,8,-2,3.2,-4,5,-5
CCOc1ccc2nc(NCCNS(=O)(=O)c3ccccc3)c(C#N)cc2c1,-8,0.2,-3,-23,-8,-0.2,9,-3,-10
COc1ccc(CNS(=O)(=O)c2cn(C)c(=O)n(C)c2=O)cc1,-6,1.5,-4,0,2,-0.5,-2,7,-7
CCOC(=O)c1sc2nc(CC(=O)OC)nc(NCc3ccc(F)cc3)c2c1C,3,-1.0,33,-4,-8,-1.0,3,5,-4
CC1CCCCC1NC(=O)CCS(=O)(=O)c1ccc(Cl)cc1 (stereo unspecified),-1,-0.8,-1,-18,3,-0.2,6,-1,0
O=C(CSCc1cc(=O)n2ccsc2n1)Nc1ccc(F)cc1,66*,1.4,3,-4,-2,-0.6,11,9,-2
COC(=O)Cc1ccc(NC(=S)Nc2cccc(C)n2)cc1,-5,0.1,4,8,0,0.0,13,36,0
C[C@H](NC(=O)c1nc[nH]c1C(=O)NCc1ccccc1)C(=O)OCc1ccccc1,-2,-1.4,11,7,3,-0.1,9,13,1
COc1cccc(C(C)(O)c2nc(-c3cnc4ccccc4c3)cs2)c1 (stereo unspecified),-15,-0.9,5,-4,4,-0.4,1,14,-7
CC(=O)c1sc(C(=O)O)c(-c2ccco2)c1-c1ccco1,-11,-0.3,-2,3,1,0.3,6,23,-2
COc1ccccc1CNCC(=O)Nc1ccc(N(C)C)cc1,3,0.5,-2,2,4,-0.3,-2,-2,-3
COc1cccc(-n2cnnn2)c1,-4,0.8,-8,2,-3,-0.6,40*,5,-7
CCOC(=O)Cn1c(=O)c(-c2ccccc2NC)nc2ccccc21,-3,0.5,0,-2,3,-0.7,21,-2,-4
CCc1c(C)sc2nc3c(C(=O)N4CCOCC4)cc(C(=O)c4cc(F)ccc4O)cn3c(=O)c12,-1,-0.9,18,-41,-18,-0.2,3,-48,0
Cc1csc(=Nc2c(C)n(C)n(-c3ccccc3)c2=O)n1-c1ccccc1,0,2.1,-4,-1,-4,2.3,7,11,-3
CCCOc1ccc(OCCNC2CCCC2)cc1,6,-0.4,-10,1,1,0.6,4,-5,-3
CCOC(=O)c1sc2nc(C)nc(NCc3ccc(F)cc3)c2c1C,-11,2.6,17,3,0,0.1,-3,-18,1
CC(C)N1C(=O)c2ccccc2NC(=O)C1C(=O)NC1CC1 (stereo unspecified),·,-1.1,·,1,1,-0.1,-14,·,·
